ALOX12 inh = inhibitors of human 12S-lipoxygenase ALOX12; purified 12hLO, xylenol orange hydroperoxide absorbance; P18054; actives 1.1% (n = 580,000); Potency, µM (titrated, usually from 108 µM), for inactives: at the highest dose activity change, negative = inhibition, usual class: inhibitors; active = well fitted inhibition curve with a large enough effect; inconclusive = small, poorly fitted or top-dose-only effect, or another doubt; inactive = no such curve, though single readings can be large or run the other way
Target sequence (P18054 whole entry, looked up): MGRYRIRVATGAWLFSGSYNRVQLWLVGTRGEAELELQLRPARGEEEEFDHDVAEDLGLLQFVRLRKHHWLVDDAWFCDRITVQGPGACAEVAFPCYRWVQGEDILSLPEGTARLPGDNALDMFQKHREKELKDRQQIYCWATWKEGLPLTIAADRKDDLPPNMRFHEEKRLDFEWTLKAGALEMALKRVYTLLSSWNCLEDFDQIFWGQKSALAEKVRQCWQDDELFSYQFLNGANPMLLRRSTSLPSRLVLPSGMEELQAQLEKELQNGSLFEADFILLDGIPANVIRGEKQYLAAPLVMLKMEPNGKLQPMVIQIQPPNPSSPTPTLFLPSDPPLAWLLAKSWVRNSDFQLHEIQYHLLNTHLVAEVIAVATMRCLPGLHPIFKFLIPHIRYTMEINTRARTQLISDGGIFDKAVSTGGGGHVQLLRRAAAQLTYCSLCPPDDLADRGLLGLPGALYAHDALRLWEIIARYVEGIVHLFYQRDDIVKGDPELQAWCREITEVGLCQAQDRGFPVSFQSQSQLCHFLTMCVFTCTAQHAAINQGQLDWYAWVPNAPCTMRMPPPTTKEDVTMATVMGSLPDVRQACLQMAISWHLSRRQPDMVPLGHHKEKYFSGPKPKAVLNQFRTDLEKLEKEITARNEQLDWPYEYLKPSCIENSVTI
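Purified human 12hLO (150 nM final) in 25 mM Hepes, 0.01% Triton X-100, pH 7.0 was preincubated 15 min at room temperature with compound. Then 40 uM arachidonic acid was added, 30 min. Hydroperoxide was read by Fe-XO absorbance ratio 573/405 nm.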
An asterisk follows results filed as active; [ ] = another dose, or the depositor's remark. % is scaled to controls: 0 for no effect and ±100 for the full control effect; potency is read from the fitted curve at half-maximal effect. This is a subset. The share of hits here may be higher or lower than overall.

`Cn1nc(C(=O)N2CCCN(Cc3ccncc3)C(c3ccccc3)CC(=O)NCC2)c2ccccc21` (stereo not given) gave ALOX12 inh 31%[activator].
CN(C(=O)[C@@H]1C[C@@H](c2cccc(C(F)(F)F)c2)N(Cc2cnn(C)c2)C1)c1ccccc1 was read as ALOX12 inh -14%.
`CCN(C)C(=O)C1=COC2=NC(=O)N(Cc3ccccc3)CCN12` gave ALOX12 inh -21%.
Screening c1ccc2c(c1)CCC(N1CCN(Cc3cc4n(n3)CCCNC4)CC1)C2 (stereo not given) returned ALOX12 inh 7%.
O=C(c1cn[nH]c1)N1CC2(CN(Cc3cccc(Cl)c3)CC2COc2ccccc2)C1 (stereo not given) was read as ALOX12 inh 14%[176 µM].
O=C(O)CCc1ccc(S(=O)(=O)NCCN2CCCC2)cc1 was read as ALOX12 inh -10%.
Screening CCOc1ccc2nc(SCC(=O)N3CCN(S(=O)(=O)c4ccccc4)CC3)[nH]c2c1 returned ALOX12 inh 19%.
For Nc1[nH]c(C(=O)c2ccccc2)c(-c2ccc(Cl)cc2)c1C(=O)c1c[nH]c2ccc(F)cc12 the results were ALOX12 inh -15%.
For COc1ccc(N2CCN(C(=O)COc3ccc(-c4nnc5n4CCCC5)cc3)CC2)cc1 the results were ALOX12 inh 16%.
`O=C(c1cccs1)N1CCC(Cc2nc(-c3ccncc3)n[nH]2)CC1` gave ALOX12 inh 12%.
Screening Cc1cccc(CNCc2ccccc2OCC(O)CN2CCSCC2)c1 (stereo not given) returned ALOX12 inh 88%[activator].
For COCCOc1ccc(C(=O)N[C@@H]2CN(C(=O)Nc3ccc(F)cc3)CCC[C@H]2O)cc1 the results were ALOX12 inh 18%.
For Cc1ccc(C)c(-c2cc3c(=O)n(CCNC(=O)c4cccc(N(C)C)c4)ccn3n2)c1 the results were ALOX12 inh 57%[activator].
For Cc1nnc(-n2cccc2)s1 the results were ALOX12 inh 6%.
Screening N#CCn1nc2n(c1=O)CCN(C(=O)Cc1ccsc1)CC2 returned ALOX12 inh 44%[activator].
`CCOP(=O)(OCC)c1nc(-c2ccccc2)oc1N(C)C` gave ALOX12 inh -1%.
For O=C(/C=C1\OCc2ccccc21)OCc1ccccc1 the results were ALOX12 inh -4%.
For CN(Cc1ccc2nccnc2c1)C(=O)c1cc(COc2ccc(F)cc2F)on1 the results were ALOX12 inh 18%.
`c1ccc2c(CNC3CCCC3)cccc2c1` gave ALOX12 inh inconclusive.
Cc1sc(N2CC(C(=O)OCC(=O)c3ccc(Br)cc3)CC2=O)nc1-c1ccccc1 (stereo not given) was read as ALOX12 inh -8%.
`Cc1csc2nc(-c3ccc(NS(=O)(=O)c4cccs4)cc3)cn12` gave ALOX12 inh -11%.
Screening Cc1c(C(=O)N2CCC(c3nc4ccccc4o3)CC2)oc2ccc(F)cc12 returned ALOX12 inh -2%.
Screening Cn1cc(-c2cc(-c3ccncc3)c3cncn3c2)cn1 returned ALOX12 inh 38%[activator][176 µM].
For O=C(Nc1ccc(Cl)cc1Cl)c1cnn2c1CN(C(=O)OCc1ccccc1)CC2 the results were ALOX12 inh 4%[6.33 µM].
For COc1ccccc1OCC(C)N (stereo not given) the results were ALOX12 inh -10%.
Screening CNCc1cn(C[C@H]2O[C@@H](CC(=O)N3CCC[C@@H]3COC)[C@H](O)[C@@H]2O)nn1 returned ALOX12 inh 2%[176 µM].
Screening COc1ncc2nc(-c3ccc(Cl)cc3)c(=O)n(C[C@H]3CCCO3)c2n1 returned ALOX12 inh 76%[activator].
`COc1ccc(C#CCN(C)/C(N)=N/C(=O)OCc2ccccc2)cc1` gave ALOX12 inh 5%.
Cc1ccc(CNC(=O)CCCc2nc3ccccc3o2)cc1 was read as ALOX12 inh -4%.
`O=C(O)c1ccc(CNCCCN2CCOCC2)cc1` gave ALOX12 inh inconclusive.
For Cc1nc2ccc(Cl)cc2cc1C(=O)N(C)CC1COc2ccccc2O1 (stereo not given) the results were ALOX12 inh inconclusive.
For Cc1cnc(CC2CCNC2)n1CC1CC1 (stereo not given) the results were ALOX12 inh inconclusive.
`CCCOc1c(OC)cccc1C1CC(=O)Nc2c1c(C)nn2-c1ccc(=O)[nH]n1` (stereo not given) gave ALOX12 inh 7%.
`CN(Cc1cccnc1)Cc1nc(C2(O)CCN(Cc3ccccc3F)CC2)cs1` gave ALOX12 inh 59%[activator][176 µM].
For CCN(CC(=O)Nc1ccccc1C(F)(F)F)C(=O)c1nn(CC(C)C)c(=O)c2ccccc12 the results were ALOX12 inh 17%.
For CCN(CC)CC(O)COc1ccc2c(c1)c(C(C)=O)c(C)n2CC (stereo not given) the results were ALOX12 inh -1%.

Copied from the listing for reference:
`Cn1nc(C(=O)N2CCCN(Cc3ccncc3)C(c3ccccc3)CC(=O)NCC2)c2ccccc21` (stereo not given) gave ALOX12 inh 31%[activator].
CN(C(=O)[C@@H]1C[C@@H](c2cccc(C(F)(F)F)c2)N(Cc2cnn(C)c2)C1)c1ccccc1 was read as ALOX12 inh -14%.
`CCN(C)C(=O)C1=COC2=NC(=O)N(Cc3ccccc3)CCN12` gave ALOX12 inh -21%.
Screening c1ccc2c(c1)CCC(N1CCN(Cc3cc4n(n3)CCCNC4)CC1)C2 (stereo not given) returned ALOX12 inh 7%.

The list goes on:
For CCCC(=O)Nc1ccccc1N1CCN(Cc2nc3ccccc3n2C)CC1 the results were ALOX12 inh 2%.
`O=C1NCc2ccccc2CC12CCCN(Cc1cc(F)ccc1O)C2` (stereo not given) gave ALOX12 inh inconclusive.
Screening COc1ccc(NC(C)=O)cc1NC(=O)c1cnc2ccccc2n1 returned ALOX12 inh 7%.
Cc1cnc(-n2ncc(C(=O)N(C)Cc3cccc4ncccc34)c2C(C)C)nc1-c1ccc(F)cc1 was read as ALOX12 inh 6%.
O=C(NCCn1cccc1-c1nc(-c2ccc3c(c2)OCO3)no1)c1ccc(F)cc1 was read as ALOX12 inh 6%.
Screening Cc1nn2c(c1-c1ccccc1Oc1ccccc1)N(Cc1ccc(C(=O)O)cc1)CCC2 returned ALOX12 inh inconclusive.
COC(=O)/C(C#N)=C\c1cccc(Oc2ccc(Cl)cc2)c1 was read as ALOX12 inh -22%.
`Cn1nc(C(=O)NCCc2ccc(F)cc2)c2ccccc2c1=O` gave ALOX12 inh 19%.
Screening O=C(NC(CN1CCCC1)c1ccccc1)c1cc2ccccc2oc1=O (stereo not given) returned ALOX12 inh 0%.
For Cc1cc(=O)[nH]c(NCCNc2nccc(-c3cccnc3)n2)n1 the results were ALOX12 inh 8%.
`Cn1cc(-c2cn(C)c(=O)n3cc(COc4ccc(Cl)cc4)nc23)cn1` gave ALOX12 inh 0%[176 µM].
O=C1NC(C(=O)O)=CC(c2ccc(F)cc2F)N1 (stereo not given) was read as ALOX12 inh inconclusive.
Screening O=C(Nc1ccccc1C(=O)NCC12CC3CC(CC(C3)C1)C2)c1ccccc1 returned ALOX12 inh 7%.
For COCCOCC(OC)OC the results were ALOX12 inh -5%[22.9 µM].
`O=C(c1cccc(C(F)(F)F)c1)N1C[C@@H](CO)[C@H](c2ccccn2)C1` gave ALOX12 inh 56%[activator].
`COCCc1noc(CN(C)c2cc(C(C)C)nc3ccnn23)n1` gave ALOX12 inh 32%.
Screening Cc1ccc(Cl)cc1-n1nc(-c2c(C)nc3scc(CC(=O)N4CCOCC4)n3c2=O)cc1C returned ALOX12 inh inconclusive.
For O=C(O)c1ccc(-c2ccc(C(=O)O)nc2)cc1 the results were ALOX12 inh inconclusive.
For CNc1nc(-c2ccc3c(c2)OCCCO3)cs1 the results were ALOX12 inh inconclusive.
For CCc1ccc(NC(=O)Nc2c(N3CCCC3)c3ccccc3oc2=O)cc1 the results were ALOX12 inh inconclusive.
C[C@@H]1C(=O)O[C@H]2[C@H]1CC[C@@]1(C)Cc3sc(NC(=O)Nc4ccc(Oc5ccccc5)cc4)nc3[C@@H](C)[C@H]21 was read as ALOX12 inh inconclusive.
`c1ccc2[nH]c(-c3nn4c(C5CCCCC5)nnc4s3)cc2c1` gave ALOX12 inh -18%.
For COc1cc(C(=O)Nc2cc(Cl)ccc2O)ccc1OC(C)=O the results were ALOX12 inh -20%.
`O=C1N(C2CCCCC2)C[C@H]2CN(Cc3ccc(F)cc3)CCN12` gave ALOX12 inh -3%[176 µM].
`Cc1noc(-c2ccc3c(c2)OCO3)c1C(=O)NCc1cccc(Cl)c1` gave ALOX12 inh inconclusive.
`C=CC(C)(C)c1c2c(c(O)c3c(=O)c4ccc(O)c(O)c4oc13)C=CC(C)(C)O2` gave ALOX12 inh -28%.
`NC1CCc2nn(CC(=O)N3CCCN(c4ncccn4)CC3)c(=O)n2CC1` (stereo not given) gave ALOX12 inh 23%.
For COc1ccccc1OCC(=O)Nc1cccc2cccnc12 the results were ALOX12 inh inconclusive.
For CCCc1noc(-c2cn(C3CCN(C(=O)c4ccc(C)s4)CC3)nn2)n1 the results were ALOX12 inh 24%.
Screening Cn1cccc1C(=O)N1CCCC(C(=O)NCc2ccccc2)CCNC(=O)CC1 (stereo not given) returned ALOX12 inh 0%.
`COCCNC(=O)C1CCN(C(=O)C2CN(c3ccc(OC)cc3)C(=O)N2)C1` (stereo not given) gave ALOX12 inh 45%.
`O=c1n(CC2CC2)nc2n1CCC(NS(=O)(=O)c1cccnc1)CC2` (stereo not given) gave ALOX12 inh 17%.
Cc1cc(C)c2oc(C(=O)N(Cc3ccc(C)o3)c3ccccn3)cc(=O)c2c1 was read as ALOX12 inh -8%.
For CC1(C)[C@H]2CC[C@@H](CN[S+](=O)([O-])c3ccccc3)[C@@H]1C2 the results were ALOX12 inh -29%[176 µM].
`COc1ccccc1-c1cc(NCc2cccnc2)c2onc(C)c2n1` gave ALOX12 inh 12%[176 µM].
`CC(C)N1C[C@H](O)C[C@H]1c1nnc2n1CCN(C(=O)c1ccccn1)CC2` gave ALOX12 inh 36%[activator].
Screening COCCOC1CN(C2CCN(C(=O)c3ccc(OC)cc3)CC2)C12CCCCC2 (stereo not given) returned ALOX12 inh 39%[activator].
`CNC(=O)C(C)S(=O)(=O)Cc1cc(Cl)c2c(c1)OCO2` (stereo not given) gave ALOX12 inh 5%.
Screening O=C(NCC(F)F)C1CCCN1c1nc2ncccc2o1 (stereo not given) returned ALOX12 inh 28%[176 µM].
Screening CC(C)=CC(=O)Nc1ccc(Br)cc1F returned ALOX12 inh inconclusive.
Screening COC(=O)[C@@]12C[C@@H](CC(=O)N3CCN(C(=O)c4ccco4)CC3)C(=O)N(Cc3ccccc3)C1=CCC(C)(C)C2 returned ALOX12 inh -2%.
`CN(C)CCNC(=O)c1nc(-c2ccc(N3CCN(C)CC3)cc2)cc2c1ccn2C` gave ALOX12 inh 6%[176 µM].
Screening O=C(CN1C(=O)NC2(CCS(=O)(=O)CC2)C1=O)NCc1ccccc1Cl returned ALOX12 inh 5%.
`Cc1n[nH]c(C)c1C(N)C(=O)N1CCN(c2ccc3nccn3n2)CC1` (stereo not given) gave ALOX12 inh 57%[activator].
For Cc1ccc2cccc(SCc3ccc(F)cc3)c2n1 the results were ALOX12 inh 0%.
`Cc1cccc(C(=O)N2CCC(c3noc(CO)n3)C2)c1` (stereo not given) gave ALOX12 inh 48%[activator].
COc1ccc(-c2nc(C)c(-c3ccccc3)s2)cc1OC was read as ALOX12 inh inconclusive.
Screening CCOc1ccc(N2CC(C(=O)Nc3ccc(C)cn3)CC2=O)cc1 (stereo not given) returned ALOX12 inh -1%.

Of the compounds above, two have two or more sulfur atoms:
Screening CCOc1ccc2nc(SCC(=O)N3CCN(S(=O)(=O)c4ccccc4)CC3)[nH]c2c1 returned ALOX12 inh 19%.
`Cc1csc2nc(-c3ccc(NS(=O)(=O)c4cccs4)cc3)cn12` gave ALOX12 inh -11%.

The list goes on.
For CCOc1ccccc1C1NC(=O)N(CC(=O)Nc2c(C)cccc2Cl)C2=C1C(=O)OC2 (stereo not given) the results were ALOX12 inh 14%.
Screening COc1ccccc1-n1cc(-c2nc(C3CCOC3)no2)cn1 (stereo not given) returned ALOX12 inh 21%.
`CCCNC(=O)C1CCCN(Cc2ccc(C(F)(F)F)cc2)C1` (stereo not given) gave ALOX12 inh 0%.
Screening CC(C(=O)N(C)CC(=O)Nc1ccccc1C(F)(F)F)N1CCCCC1 (stereo not given) returned ALOX12 inh 15%.
Screening FC(F)(F)c1ccc(CN2CCn3c(nnc3-c3ccncc3)C2)cc1 returned ALOX12 inh 0%[6.33 µM].
Screening OC(CNCc1ccco1)c1ccccc1 (stereo not given) returned ALOX12 inh inconclusive.
Cc1ccccc1CN(C)CC(O)COc1ccc(-c2ccccc2)cc1 (stereo not given) was read as ALOX12 inh 29%.
Cc1nc2sc3c(c2c2nc(C(=O)NCCN4CCOCC4)nn12)CCC3 was read as ALOX12 inh 25%.
COc1ccc(N2CCN(C(=O)c3c(OC)cc(=O)n4c3CCCC4)CC2)cc1 was read as ALOX12 inh inconclusive.
CC(C)(O)C1CCCN(C(=O)c2cc(COc3ccccc3F)[nH]n2)C1 (stereo not given) was read as ALOX12 inh 21%.
Screening NC(CCCCCCC(N)C(=O)O)C(=O)O (stereo not given) returned ALOX12 inh inconclusive.
`COc1ccc(CCC(=O)N2CCC3(CC2)NC(=O)N(c2cccc(Cl)c2)N3)cc1` gave ALOX12 inh 2µM*.

Quoted at random: 7 entries already listed.
Cc1nc2sc3c(c2c2nc(C(=O)NCCN4CCOCC4)nn12)CCC3 was read as ALOX12 inh 25%.
`CCCNC(=O)C1CCCN(Cc2ccc(C(F)(F)F)cc2)C1` (stereo not given) gave ALOX12 inh 0%.
Screening FC(F)(F)c1ccc(CN2CCn3c(nnc3-c3ccncc3)C2)cc1 returned ALOX12 inh 0%[6.33 µM].
For CCOc1ccccc1C1NC(=O)N(CC(=O)Nc2c(C)cccc2Cl)C2=C1C(=O)OC2 (stereo not given) the results were ALOX12 inh 14%.
Screening NC(CCCCCCC(N)C(=O)O)C(=O)O (stereo not given) returned ALOX12 inh inconclusive.
Screening COc1ccccc1-n1cc(-c2nc(C3CCOC3)no2)cn1 (stereo not given) returned ALOX12 inh 21%.
Cc1ccccc1CN(C)CC(O)COc1ccc(-c2ccccc2)cc1 (stereo not given) was read as ALOX12 inh 29%.

Screening data (PubChem BioAssay)
